Screens deposited in PubChem BioAssay by several laboratories.
MazEF act – increases E. coli MazEF RNase cleavage of RNA. P0AE70. FAM/BHQ RNA-DNA oligo cleavage fluorescence, 5 h. activation, % at 20 µM. 0.32% of 350,000 active; in the data active = activation above about 50%
Target sequence (P0AE70 whole entry, looked up): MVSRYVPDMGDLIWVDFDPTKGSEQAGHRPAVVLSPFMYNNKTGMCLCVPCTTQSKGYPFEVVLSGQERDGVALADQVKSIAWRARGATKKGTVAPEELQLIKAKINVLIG
CCHF vOTU inh – blocks the CCHF virus ovarian tumor domain protease; inhibition, % at 11.5 µM; 0.55% of 370,000 active; AID 651958; CCHFV vOTU protease, Pep-AMC fluorescence; in the data active = inhibition above about 30%; also: 0% = vehicle wells with enzyme and 100% = no enzyme wells
PriA SSB inh – inhibitors of Klebsiella pneumoniae PriA binding to SSB C-terminal tail. AlphaScreen SSBct-PriA binding, biotinylated peptide. inhibition, % at 33 µM. 0.6% of 430,000 active; in the data active = inhibition mostly above about 37%, no sharp cut-off; inactive = mostly below about 20%;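 also: plate controls were negative control peptide for no effect and reference peptide for full effect; strong numbers were not always called active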
DUSP3 inh – DUSP3 (human) phosphatase inhibition | P51452 | recombinant VHR phosphatase, pNPP absorbance | inhibition, % at 13.3 µM | 0.52% of 290,000 active; in the data active = inhibition above about 50%; also: some compounds called inactive have numbers as strong as hits
Target sequence (P51452 whole entry, looked up): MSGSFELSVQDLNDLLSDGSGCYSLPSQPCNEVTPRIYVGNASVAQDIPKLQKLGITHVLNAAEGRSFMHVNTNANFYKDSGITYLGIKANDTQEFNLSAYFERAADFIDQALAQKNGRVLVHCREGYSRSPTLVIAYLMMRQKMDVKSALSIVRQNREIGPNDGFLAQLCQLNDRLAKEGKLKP
SARS 3CLpro inh – SARS-CoV 3CLpro protease inhibition | P0C6X7 | recombinant SARS-CoV 3CLpro, quenched FRET peptide cleavage | inhibition, % at 6 µM | 0.14% of 290,000 active | AID 1706; in the data active = inhibition above about 12%
Rv3671c inh – inhibits the M. tuberculosis serine protease Rv3671c; P9WHR9; inhibition, % at 5.96 µM; 0.048% of 320,000 active; in the data active = inhibition above about 38%;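 also: extracellular domain of Rv3671c used as enzyme; 0% = enzyme with DMSO and 100% = no enzyme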
Target sequence (P9WHR9 whole entry, looked up, the tested form may be a part): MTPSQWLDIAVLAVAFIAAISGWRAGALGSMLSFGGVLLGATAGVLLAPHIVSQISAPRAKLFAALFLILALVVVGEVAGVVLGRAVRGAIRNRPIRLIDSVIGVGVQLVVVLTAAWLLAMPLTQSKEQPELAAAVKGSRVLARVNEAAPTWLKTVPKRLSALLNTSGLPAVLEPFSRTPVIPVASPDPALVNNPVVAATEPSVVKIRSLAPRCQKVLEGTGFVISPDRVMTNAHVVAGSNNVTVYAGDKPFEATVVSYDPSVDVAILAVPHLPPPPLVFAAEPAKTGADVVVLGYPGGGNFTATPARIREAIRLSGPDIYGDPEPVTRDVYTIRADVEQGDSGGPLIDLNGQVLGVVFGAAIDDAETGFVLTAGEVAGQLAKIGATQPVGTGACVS
PrPC TRFRET – cell surface PrPC inhibition, primary TR-FRET screen; TR-FRET read-out; P04156; inhibition, % at 13.8 µM; 0.43% of 370,000 active; in the data active = inhibition above about 24%; also: 0% = median of the test wells and 100% = reference compound wells
Vc quorum ag – inducers of Vibrio cholerae quorum light production without autoinducers; AID 588436; 0.16% of 350,000 active; V. cholerae BH1578 lux reporter, luminescence, 6 h; activation, % at 18.7 µM; in the data active = activation mostly above about 9.7%, no sharp cut-off; also: not every result past the cut was called active; inactives centre near 0; reference of the scale not given here
Yp Topo-I inh – inhibitors of Yersinia pestis topoisomerase I. Y. pestis Topo-I cleavage product accumulation, plate reader. activity, % at 10 µM. 0.064% of 360,000 active; in the data active = activity above about 50%, passing the limit was not always enough; also: inactives centre near 2
TcdB GH inh – TcdB glycohydrolase inhibition; AID 652162; TcdB glycohydrolase enzymatic assay, plate reader; P18177; 0.24% of 350,000 active; inhibition, % at 9.99 µM; in the data active = inhibition above about 10%
An asterisk follows results filed as active; i = inactive; / = no result given; & = joins results of further samples. An excerpt; the hit share may differ from the screen's.

# | compound | Yp Topo-I inh | Vc quorum ag | TcdB GH inh | CCHF vOTU inh | PriA SSB inh | SARS 3CLpro inh | DUSP3 inh | MazEF act | PrPC TRFRET | Rv3671c inh
1 | CC1CC(C)CN(CC(=O)Nc2ccc3c(c2)OCCO3)C1 (stereo not given) | 4 | i | / | 3 | 4&-6 | -1 | 7 | -1 | 5 | 1
2 | COc1ccc2c(c1)cc1n2CCN2CCCN=C12 | 5 | i | 0.7 | -15 | 2 | -4 | -38 | 2 | -13 | -1
3 | COc1ccc(-c2noc(COc3ccc4c(c3)OCO4)n2)cc1 | -6 | -1.8 | / | -6 | -17 | 3 | -12 | -3 | 7 | -8
4 | COc1ccc(CN(C)C(=O)c2ccc(NC(=O)CC3SC(N4CCCC4)=NC3=O)cc2)c(OC)c1OC (stereo not given) | -4 | 10 | -6.9 | 11 | 4 | / | / | -7 | 8 | 8
5 | COc1cccc(CNC(=O)Cc2csc(Nc3nc(=S)[nH]c4ccccc34)n2)c1 | 15 | i | 0.9 | 12 | -6 | 4 | 18 | 4 | -6 | 6
6 | COc1cc(CC(C)N)c(OC)cc1I (stereo not given) | 0 | i | 1.7&0.0 | 7&17 | -3 | / | / | -4 | -2&-2 | -4
7 | CC(C)(C)c1cccc(/C=N/O)c1O | -9 | -1.3 | / | 12 | / | -1 | -6 | -4 | 3 | 13
8 | COc1ccc(NC(=O)CSc2nc3nc(-c4cccs4)cc(C(F)(F)F)c3c(=O)[nH]2)c(OC)c1 | 3 | -0.9 | / | -20 | -7 | -2 | 7 | 3 | 4 | -7
9 | O=C(Nc1cccnc1)c1cc2c(ccc3ccccc32)o1 | 13 | -5.3 | / | / | 3 | -2 | 21 | 18 | / | -30
10 | O=C(NCC(c1cccnc1)N1CCN(c2ccccc2)CC1)Oc1ccccc1 (stereo not given) | 13 | i | / | -11 | 14 | 0 | 9 | -1 | -4 | -2
11 | CC(C)c1nc2oc3c(NCC4CCCO4)ncnc3c2c2c1CCC2 (stereo not given) | 5 | i | / | -5 | 0 | 0 | 15 | 12 | 3 | 0
12 | NNC(=O)Cc1cn(-c2ncc(C(F)(F)F)cc2Cl)c2ccccc12 | -4 | 0.4 | / | 13 | 5 | 0 | 43 | -5 | -1 | -10
13 | C[C@@H]1CN([C@@H](C)CO)C(=O)c2cc(NC(=O)C3CC3)ccc2O[C@@H]1CN(C)Cc1ccc(Cl)c(Cl)c1 | 33 | i | 2.0&0.4 | 7 | 5 | / | / | 8 | 0 | 0
14 | Cc1ccc(-n2c(C)cc(C=C3C(=O)N(C)C(=O)N(C)C3=O)c2C)cc1 | 0 | -0.4 | 0.5 | 2 | -12 | / | / | 8 | 1 | /
15 | O=[N+]([O-])c1cccc(N/N=C/c2ccc(N3CCOCC3)cc2)c1 | -28 | -4.8 | 0.6 | 13 | / | -4 | 12 | 4 | -12 | 11
16 | CCc1nnc(NC(=O)CSc2nnc(CNc3cccc(C)c3)n2-c2ccccc2)s1 | 1 | i | / | 13 | 0 | 1 | 19 | 2 | -5 | -13
17 | O=C(CCNC(=O)c1ccc(Cl)cc1)Nc1ccc(Cl)cc1F | 7 | -2.3 | 1.1 | 7 | -7 | 5 | -2 | 3 | 7 | 6
18 | CCC1CCCCN1C(=O)COC(=O)c1ccc(S(=O)(=O)N2CCOCC2)cc1 (stereo not given) | 9 | -0.7 | / | 7 | -1 | 2 | 2 | 6 | 4 | /
19 | COC(=O)c1ccc(-c2nc3cc(Cl)c(N)cc3s2)cc1 | -5 | 25* | / | 43* | -7 | 0 | 3 | -31 | -2 | 0
20 | Cc1ccc(S(=O)(=O)Nc2ccc(S(=O)(=O)N3CCCC3)cc2)cc1 | -3 | -12 | / | -4 | 2 | 4 | -6 | 3 | 0 | 7
21 | CC(C)Oc1cccc(-c2cc(C(=O)N3CCN(c4ncccn4)CC3)c3ccccc3n2)c1 | 40 | -0.2 | / | 8 | / | 1 | 43 | / | 18 | -6
22 | COc1ccccc1N1CCN(C(c2cccs2)C(C)NC(=O)c2ccncc2)CC1 (stereo not given) | 5 | -0.7 | 1.7 | -6 | -5 | -4 | 8 | 3 | 1 | -3
23 | Cc1ccc(-c2cc(C(=O)OC3CCOC3=O)c3ccccc3n2)c(C)c1 (stereo not given) | 25 | -1.4 | 18* | 2 | 1 | 6 | 26 | -1 | 6 | 4
24 | Cc1ccc(S(=O)(=O)N2C[C@H]3N(C(=O)OC(C)C)N(C(=O)OC(C)C)C[C@H](OC(=O)Nc4cccs4)[C@@]3(O)C2)cc1 | -1 | -0.6 | 1.0 | 8 | / | / | / | 8 | -7 | /
25 | O=C(O)CC(NC(=O)Cc1ccc(Cl)cc1)c1ccco1 (stereo not given) | / | / | 0.2 | 2 | -8 | 1 | -20 | -20 | -9 | 14

Part of the list above, with one line to a screen.
12) NNC(=O)Cc1cn(-c2ncc(C(F)(F)F)cc2Cl)c2ccccc12
13) C[C@@H]1CN([C@@H](C)CO)C(=O)c2cc(NC(=O)C3CC3)ccc2O[C@@H]1CN(C)Cc1ccc(Cl)c(Cl)c1

assay / entry	12	13
Yp Topo-I inh	-4	33
Vc quorum ag	0.4	i
TcdB GH inh	/	2.0&0.4
CCHF vOTU inh	13	7
PriA SSB inh	5	5
SARS 3CLpro inh	0	/
DUSP3 inh	43	/
MazEF act	-5	8
PrPC TRFRET	-1	0
Rv3671c inh	-10	0

Remaining list, next part:
# | compound | Yp Topo-I inh | Vc quorum ag | TcdB GH inh | CCHF vOTU inh | PriA SSB inh | SARS 3CLpro inh | DUSP3 inh | MazEF act | PrPC TRFRET | Rv3671c inh
26 | CCOC(=O)c1ccc(S(=O)(=O)N2CCN(C(=O)c3nn(C)c(=O)c4ccccc34)CC2)cc1 | 34 | -0.4 | 1.4 | -2 | -1 | -2 | -4 | 2 | 6 | -4
27 | Cc1cc(-c2ccc(S(=O)(=O)N3CCN(c4ccc(F)cc4)CC3)s2)on1 | -8 | -0.5 | 0.3 | -2 | -3 | 3 | 34 | -2 | -2 | -8
28 | Cc1cc(=O)oc2cc(OCC(=O)OCC(=O)N3CCc4ccccc43)ccc12 | 21 | 0.6 | / | 2 | -19 | -3 | -9 | -3 | 6 | -7
29 | COc1ccccc1-n1nnnc1SCC(=O)Nc1ccccc1 | -6 | i | 0.7 | -14 | -5 | 3 | 4 | 15 | 0 | 7
30 | COc1ccc(CCn2c(Br)nc3c2c(=O)[nH]c(=O)n3C)cc1 | -5 | -1.8 | / | -5 | -33 | -1 | -8 | 1 | -2 | -4
31 | Cc1ccc(CNC(=O)c2nnc(Cc3ccc(Cl)cc3)o2)cc1 | 11 | i | 0.5 | 22 | -5 | -1 | 16 | -4 | 9 | 10
32 | O=C1CC(c2ccccc2F)c2c(c3ccccc3[nH]c2=O)O1 (stereo not given) | -7 | -0.5 | -0.2 | -3 | -1 | 2 | 9 | -4 | 2 | 2
33 | Cc1ccc(OCCSc2nnc(-c3cccs3)n2C)cc1 | 30 | i | / | 4 | -1 | 3 | 9 | -3 | -2 | -11
34 | COc1ccc(OCC(=O)N/N=C/c2cccn2-c2cccc(C(=O)O)c2)cc1 | -3 | -1.2 | -0.4 | 0 | / | / | / | 0 | 2 | /
35 | COc1cccc(N2CC(NC(=O)C(=O)c3c(C)[nH]c4ccccc34)CC2=O)c1 (stereo not given) | -9 | i | 1.4 | -3 | 2&-1 | / | / | -1 | -2 | -1
36 | Cc1ccc(C(C)NC(=O)C23CC4CC(CC(C4)C2)C3)cc1 (stereo not given) | -8 | -1.1 | 1.3 | -11 | 10 | 0 | 18 | -12 | 1 | -4
37 | CCCCNC(=O)CS(=O)Cc1nc(-c2cccc(Cl)c2)oc1C (stereo not given) | 28 | -0.3 | -1.7 | -5 | -10 | 3 | 40 | -6 | 8 | -6
38 | CCOC(=O)Nc1ccc2c(c1)N(C(=O)CCN1CCN(CCO)CC1)c1ccccc1CC2 | -11 | i | / | 7 | -15 | -9 | 2 | -3 | -2 | -1
39 | COC(=O)c1c(-c2cccnc2)csc1NC(=O)c1ccc2c(c1)OCO2 | 11 | -1.6 | 2.9 | -16 | -12 | 2 | 32 | -20 | 4 | 1
40 | CC(C)(C)CC(C)(C)NC(=O)CSCC(=O)Nc1ccc2ccccc2c1 | -4 | -0.1 | / | 30* | 4 | 9 | 1 | -6 | -4 | -22
41 | NC(=O)C1(N2CCCCC2)CCN(C(=O)c2ccc(-n3cnnn3)cc2)CC1 | 6 | -1.4 | / | 1 | -14 | 0 | 21 | -2 | -3 | -1
42 | CC(=O)N/C(=C\c1ccccc1)C(=O)OCC(=O)NC1CCS(=O)(=O)C1 (stereo not given) | 1 | -0.6 | 2.2 | -7 | 3 | / | / | 2 | 5 | -8
43 | O=C(NCc1cccs1)c1nc2c(nnn2Cc2ccc(F)cc2)c(=O)[nH]1 | 17 | i | / | -2 | -23 | 4 | 22 | -7 | -4 | 0
44 | Cc1ccc(-c2noc(CSc3nnnn3-c3ccccc3)n2)cc1 | 1 | i | / | -9 | -9 | 4 | -13 | -5 | 2 | -6
45 | O=C(c1cccs1)N1CCN(Cc2ccc3c(c2)OCO3)CC1 | 7 | -1.4 | / | / | -15 | 3 | 11 | 3 | / | 1
46 | CC1CCCCC1NC(=O)CCCc1nc2ccccc2c(=O)[nH]1 (stereo not given) | 1 | -0.3 | 1.5 | -2 | -7 | -3 | -6 | 8 | 1 | /
47 | O=C(OCc1cccc([N+](=O)[O-])c1)c1ccc[nH]c1=O | 10 | -0.2 | 2.1 | 14 | -3 | 0 | 12 | 0 | -9 | -2
48 | C[C@@H]1CCCCO[C@@H](CN(C)S(=O)(=O)c2ccccc2)[C@@H](C)CN([C@H](C)CO)C(=O)c2cc(NS(=O)(=O)c3ccc(F)cc3)ccc2O1 | 31 | i | -2.1&-0.7 | 21 | / | / | / | 1 | 9 | /
49 | CC(Oc1ccc(Cl)cc1)C(=O)OCC(=O)Nc1ncc(Cl)cc1Cl (stereo not given) | 16 | -0.4 | / | 7 | 1 | 2 | 36 | 2 | 0 | -3
50 | O=c1c2ccccc2nc2c3ccccc3c(NCCO)nn12 | 3 | -0.3 | -0.1 | -55 | 0 | 1 | 2 | 11 | -10 | 2
51 | O=C(CN1CCCC1=O)Nc1ccccc1 | -2 | -0.4 | / | 12 | -15 | -1 | 4 | 1 | -2 | -1
52 | CC(=O)C1=C(O)C(=O)N(Cc2cccnc2)C1c1ccc(Cl)cc1 (stereo not given) | 3 | -3.6 | / | -7 | -5 | 5 | -1 | 1 | -2 | -9
53 | CN[C@H]1C[C@H]2c3[nH]c4ccc(-c5ccc(OC)cc5)cc4c3CCN2C(=O)[C@H]1[C@H](C)O | -7 | -0.2 | 0.8 | -10 | / | / | / | 29 | 1 | /
54 | CCCN1Cc2cccc(C(=O)Nc3cc(OC)cc(OC)c3)c2C1=O | 6 | -0.2 | 0.9 | 0 | -4 | 1 | 12 | -12 | 8 | -3
55 | CC(NC(=S)Nc1ccc([N+](=O)[O-])cc1)c1ccncc1 (stereo not given) | -13 | i | 1.3 | 16 | 7 | -3 | 22 | 6 | -14 | -5
56 | COc1ccc(Br)cc1C1Nc2cccc3cccc(c23)N1 | -14 | 0.0 | 0.7 | -2 | -3 | 1 | 8 | 14 | -4 | -5
57 | CCC(NC(=O)CCc1ccccc1)c1ccccc1 (stereo not given) | 6 | 1.0 | 1.4 | -6 | -13 | 2 | 32 | 7 | 4 | 3
58 | Cn1ncc(N=Cc2ccccc2O)c1C(=O)Nc1ccccc1 | -5 | -0.5 | / | 1 | -3 | 2 | 45 | 6 | -3 | -1
59 | O=C(Nc1nc(-c2cccs2)cs1)c1ccc(S(=O)(=O)N2CCCC2)cc1 | 10 | -0.4 | / | -6 | -5 | -3 | 12 | 4 | 7 | -131
60 | O=C1N/C(=C/c2cccs2)C(=O)N1Cc1ccc(Br)cc1 | 8 | i | 0.8 | -11 | -1 | -4 | 24 | -11 | -1 | 1
61 | CCc1nc2ccc(C(=O)NC3CCN(Cc4ccccc4)CC3)cn2c1N(CC)CCOC | 8 | -3.3 | 0.3 | -2 | / | / | / | / | -11 | /
62 | Cc1nc2ccccc2c(=O)n1/N=C/c1ccc2ccccc2c1O | 2 | 0.7 | 1.4 | / | / | -2 | -13 | -6 | / | 13
